Source: PubChem (several laboratories)
C-LANA FP: inhibitors of KSHV C-LANA binding to DNA, primary screen, biochemical, fluorescence polarization, FAM-LBS DNA, MBP-C-LANA, single point; 340,000 tested, 0.078% active; inhibition, % at 9 µM; Kaposi's sarcoma herpesvirus LANA C-terminal domain (residues 932-1162) DNA binding;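 active = highest replicate inhibition at or above 60% at 9 µM, even if other replicates fall short; inactive = all replicates below 60% inhibition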;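 note: 0% = neutral control wells and 100% = 4 µM acridine orange control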
PKA-R2B act: activators of PKA-R2B holoenzyme, primary screen, biochemical, fluorescence polarization, Cy5-IP20, human | cAMP-dependent protein kinase catalytic subunit beta (Homo sapiens) + cAMP-dependent … | PKA-R2B holoenzyme dissociation; R2B truncated from residue 108, S112A mutant; 0% DMSO only, 100% 113 µM cGMP | activation, % at 11.4 µM | 340,000 tested, 0.079% active | AID 504700, 2011;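 active = activation above a cutoff set at the mean over all compounds plus 3 SD, cut at about 18% in these data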;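 note: higher means more holoenzyme dissociation and a rise in polarization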
Target sequence (P31323 whole entry, looked up, other chains not shown, the tested form may be a part): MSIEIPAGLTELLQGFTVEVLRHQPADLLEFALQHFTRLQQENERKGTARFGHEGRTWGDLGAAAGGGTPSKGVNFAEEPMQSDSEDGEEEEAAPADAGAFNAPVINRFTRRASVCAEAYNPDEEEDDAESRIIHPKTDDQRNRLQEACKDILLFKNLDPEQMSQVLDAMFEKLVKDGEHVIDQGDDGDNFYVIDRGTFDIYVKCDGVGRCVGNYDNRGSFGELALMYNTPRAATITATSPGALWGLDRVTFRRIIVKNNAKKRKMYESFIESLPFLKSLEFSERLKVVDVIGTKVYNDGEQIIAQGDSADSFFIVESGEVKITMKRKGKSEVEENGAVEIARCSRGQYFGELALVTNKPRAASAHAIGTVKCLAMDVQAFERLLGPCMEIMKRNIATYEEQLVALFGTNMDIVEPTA
Rtt109 HAT inh: inhibitors of C. albicans Rtt109/Vps75 HAT, primary screen, biochemical, ThioGlo CoA-SH fluorescence, plate reader; Histone acetyltransferase RTT109 (Candida albicans (strain SC5314 / ATCC MYA-2876)), …; purified Rtt109/Vps75, 4 h; inhibition, % at 34.9 µM; 330,000 tested, 0.16% active; AID 540336, 2011;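 active = inhibition of at least 50% in every replicate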
SR-BI uptake up: activators of SR-BI mediated DiI-HDL uptake, primary screen, ldlA[mSR-BI] CHO cells, DiI fluorescence | 3 h; 100 = double the neutral-control signal | activation, % at 12.5 µM | 320,000 tested, 0.096% active | AID 504775, 2011;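 active = mean replicate activation of at least 60% and every replicate at or above 60%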;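 note: 0% = median plate neutral-control signal and 100% = twice that signal; values of inactives mirror those of a sister screen read the other way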
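Assay system: CHO ldlA[mSR-BI] cells, LDL receptor-null, SR-BI overexpressing; medium: Ham's F12 with 0.5% BSA, HEPES 25 mM, pH 7.4; also added: DiI-HDL 10 µg/mL; timing: 3 h uptake period with compound, 37 °C; signal: DiI fluorescence, bottom read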
Keap1 Nrf2 FP: Keap1-Nrf2 protein-protein interaction inhibitors, primary screen, biochemical, fluorescence polarization, single point; AID 504523, 2011; inhibition, % at 9.4 µM; 340,000 tested, 0.15% active; Keap1 Kelch-Nrf2 peptide fluorescence polarization, 1536-well; Kelch-like ECH-associated protein 1 (Homo sapiens), Q14145; in the data active = inhibition above about 12%;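 note: human Keap1 Kelch domain with fluorescein labeled Nrf2 9mer peptide probe; 0% = neutral control wells and 100% = peptide positive control; higher means more block of Keap1 binding to Nrf2 peptide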
CAL PDZ FP-1: untagged CAL PDZ binding inhibitors, primary screen, biochemical, fluorescence polarization, HTS. 300,000 tested, 0.92% active. purified CAL PDZ, TMR-peptide fluorescence polarization, 1 h. inhibition, % at 24.9 µM. Golgi-associated PDZ and coiled-coil motif-containing protein (Homo sapiens), Q9HD26. AID 602252, 2012;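 active = mean inhibition of at least 30% with at least half of replicates also reaching 30%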;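 note: 0% = DMSO neutral control and 100% = excess unlabeled competitor peptide PRC23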
CAL PDZ FP-2: CAL PDZ peptide-binding inhibitors, primary screen, biochemical, fluorescence polarization, Cer-tagged CAL PDZ, HTS | inhibition, % at 20 µM | purified CAL PDZ, TMR-peptide fluorescence polarization, 1 h | AID 504414, 2011 | Golgi-associated PDZ and coiled-coil motif-containing protein (Homo sapiens), Q9HD26 | 330,000 tested, 0.02% active;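 active = highest replicate inhibition of at least 40%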;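 note: plate controls were DMSO neutral control wells for no effect and unlabeled competitor peptide control wells for full effect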
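System: tagged CAL PDZ domain. Schedule: 1 h room-temperature incubation prior to read. Signal: fluorescence polarization (mP). Measure: percent inhibition from loss of millipolarization.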
DAGLB inh: DAGLB lipase inhibitors, primary screen, biochemical, fluorescence, HTS | AID 504411, 2011 | HEK293T DAGLB membrane lysate, EnzChek fluorogenic substrate | Diacylglycerol lipase-beta (Homo sapiens), Q8NCG7 | inhibition, % at 5.17 µM | 340,000 tested, 0.059% active; in the data active = inhibition above about 34%;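 note: 0% = enzyme with vehicle and 100% = wells lacking enzyme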
Target sequence (Q8NCG7 whole entry, looked up): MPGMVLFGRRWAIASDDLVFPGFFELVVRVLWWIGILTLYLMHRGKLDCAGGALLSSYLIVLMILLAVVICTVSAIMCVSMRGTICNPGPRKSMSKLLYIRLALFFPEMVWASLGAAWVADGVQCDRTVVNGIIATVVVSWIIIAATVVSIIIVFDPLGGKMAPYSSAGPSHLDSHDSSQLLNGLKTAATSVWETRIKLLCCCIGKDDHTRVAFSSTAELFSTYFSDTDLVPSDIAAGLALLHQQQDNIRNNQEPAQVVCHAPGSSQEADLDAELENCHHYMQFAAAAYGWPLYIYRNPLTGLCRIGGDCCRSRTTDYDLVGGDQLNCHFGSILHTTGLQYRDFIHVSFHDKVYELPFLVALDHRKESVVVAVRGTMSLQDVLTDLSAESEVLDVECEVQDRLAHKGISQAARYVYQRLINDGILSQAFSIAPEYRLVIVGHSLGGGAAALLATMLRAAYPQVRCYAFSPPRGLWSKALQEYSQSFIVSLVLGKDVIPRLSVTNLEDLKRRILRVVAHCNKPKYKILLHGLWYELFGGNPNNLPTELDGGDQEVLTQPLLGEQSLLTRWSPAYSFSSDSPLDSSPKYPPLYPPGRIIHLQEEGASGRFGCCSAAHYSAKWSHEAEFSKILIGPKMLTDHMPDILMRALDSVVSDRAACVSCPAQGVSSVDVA
RTF Ca sens act: cardiac RTF calcium sensitivity activators, primary screen, biochemical, IANBD-TnC fluorescence, EC20 calcium | IANBD-labeled TnC RTF fluorescence at EC20 calcium; 0% EC20 calcium, 100% full calcium | 340,000 tested, 0.24% active | AID 493008, 2010 | Troponin I, cardiac muscle (Homo sapiens) + Troponin T, cardiac muscle (Homo sapiens) + … | activation, % at 7.2 µM;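 active = activation above the mean over all tested compounds plus 3 SD, cut at about 30% in these data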;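 note: rise in fluorescence read as greater calcium sensitivity of cardiac thin filaments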
Cardiac RTF inh: cardiac RTF calcium sensitivity inhibitors, primary screen, biochemical, IANBD-TnC fluorescence, EC70 calcium; Troponin I, cardiac muscle (Homo sapiens) + Troponin T, cardiac muscle (Homo sapiens) + …; IANBD-labeled cardiac RTF, Ca2+ fluorescence; inhibition, % at 7.15 µM; 340,000 tested, 0.12% active;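 active = inhibition above the mean inhibition of all tested compounds plus 3 SD, cut at about 17% in these data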;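 note: assay run at fixed EC70 calcium of 1.6 mM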
Active calls of the source: *; nt = not tested or not shown.

compound	C-LANA FP	PKA-R2B act	Rtt109 HAT inh	SR-BI uptake up	Keap1 Nrf2 FP	CAL PDZ FP-1	CAL PDZ FP-2	DAGLB inh	RTF Ca sens act	Cardiac RTF inh
COc1ccc(C)cc1S(=O)(=O)NC1CC1	0.5	-1	3	-8	-2	4	0.1	0	1	-3
CC(=O)Nc1nnc(SCC(=O)N2CCc3ccccc32)s1	0.1	-15	-8	-9	-1	1	-1.6	2	0	-5
CC(=O)Oc1ccc(/C=C2/C(=O)N(c3ccccc3)N=C2C)cc1	-2.4	-1	-2	6	-1	-64	nt	1	5	-2
O=C(NNC(=S)Nc1ccccc1C(F)(F)F)C1CC1	1.0	nt	-1	12	-6	-6	-0.9	nt	nt	nt
CSc1ccc(C(=O)N2CCC(CCC(=O)NC3CC3)CC2)cc1	-0.8	2	7	19	1	nt	-0.5	0	-4	-3
O=[N+]([O-])c1ccccc1CN1CCN(S(=O)(=O)Cc2ccccc2)CC1	0.9	0	11	6	-2	-4	0.3	-3	1	1
O=C1C2CCCCN2C(=O)N1CCCCN1CCN(c2ccc(F)cc2)CC1 (stereo unspecified)	0.0	3	1	-19	-7	nt	-0.2	1	1	-2
COCCCNC(=S)NNC(=O)c1cc(C2CC2)nc2ccccc12	-0.2	-3	6	25	2	-3	-1.7	-1	2	2
N#CCCCc1cc2ccccc2cn1	-0.4	1	21	14	-2	-5	-0.4	-3	-10	-4
COc1ccc(C(=O)NNC(=O)C2CC=CCC2)cc1 (stereo unspecified)	4.0	-9	-2	17	2	nt	-1.3	2	-2	-2
Cc1ccc(NCCC(=O)c2cccs2)cc1Cl	0.4	2	0	16	-4	-1	-0.1	-1	2	-3
CC(C)CCN1CCN(Cc2ccc(Sc3nncn3C)o2)CC1CCO (stereo unspecified)	-0.3	2	5	1	-2	-3	-2.0	1	2	-3
CC(C)c1ccc(NC2=CC(=O)CC(C)(C)C2)cc1	-0.3	-9	-15	15	0	5	-0.6	-6	-5	2
Cc1cc(NC(=O)CCC(=O)N(c2ccc(F)cc2)C(C(=O)NC2CCCC2)c2cccnc2)no1 (stereo unspecified)	-0.7	2	-6	8	-8	-2	-2.8	0	-9	-5
C=C1CCN([C@@H](CC(C)C)C(=O)NN2CCOCC2)S(=O)(=O)c2ccccc21	-1.5	4	-1	45	-1	2	0.4	0	-2	-13
O=C(O)c1cccc(CN2C(=O)S/C(=C/c3cccc([N+](=O)[O-])c3)C2=O)c1	-1.2	4	31	nt	-1	-1	-3.5	0	-2	-3
Nc1c(C(=O)NCc2ccc3c(c2)OCO3)nnn1CC(=O)Nc1ccc(Br)cc1	2.0	-2	-2	-11	-3	-4	-0.1	3	3	-9
Cc1oc2nc(SCCCC(=O)NCCO)nc(N)c2c1C	0.6	-8	9	-16	-1	0	-1.0	-1	5	-1
O=c1[nH]nc(-c2ccc(F)cc2)cc1-c1ccccc1	-0.1	-1	-20	5	0	-3	nt	-1	-5	2
OC(COc1ccc(OCc2ccccc2)cc1)CN1CCOCC1 (stereo unspecified)	1.2	-10	-20	0	-6	-3	-1.6	2	0	-22
CCCOc1c(Br)cc(C(=O)OCc2cc(=O)n3ccsc3n2)cc1OC	-0.4	-10	-4	-10	-1	nt	-2.5	0	-2	-4
O=[N+]([O-])c1cccc(-c2nnc(CNC3CC3)o2)c1	-1.2	1	18	3	-4	-4	-1.6	0	3	7
Cc1ccc(C2=C/C(=C/c3cccs3)C(=O)O2)cc1	1.3	-15	30	8	1	-1	-3.2	-5	2	-4
O=C(C1=COCCO1)N1CCN(S(=O)(=O)c2cccc(Cl)c2Cl)CC1	0.4	-1	-2	7	3	-2	-3.3	-1	5	-26
COc1ccc(CCNc2ccncn2)cc1OC	0.5	8	0	5	3	-2	-2.7	2	-2	-13
COCCCNC(=S)N1CCCC(c2nc3cc(C)c(C)cc3[nH]2)C1 (stereo unspecified)	1.4	-5	4	-8	-3	0	-3.1	-1	4	-12
COC(CNc1nc(SC)nc2sc3c(c12)CCN(C)C3)OC	0.3	-4	-1	-6	1	8	-0.5	-1	5	-12
CCOc1ccc2nc(SCC(=O)N(CCOC)c3c(N)n(Cc4ccccc4)c(=O)[nH]c3=O)[nH]c2c1	-0.9	7	1	-16	-2	-2	-2.1	0	1	-1
CSc1nc(-c2ccco2)nn1C(=O)Cc1ccccc1	1.4	-8	3	15	0	nt	-0.1	1	2	-5
O=C(c1cc(COc2ccc(F)cc2Cl)on1)N1CCN(C2CCCC2)CC1	0.9	3	9	-24	-4	-4	-1.1	1	1	-2
COc1cccc(Nc2ncc(C(=O)O)c3ccccc23)c1	1.0	-2	-11	1	0	13	-1.0	-1	-2	-9
O=C(O)/C=C/c1cn(Cc2ccccc2)nc1-c1cccnc1	-0.8	-10	6	23	1	-1	-0.5	-2	-4	4
COc1ccc(C(NC(C)=O)c2ccc3cccnc3c2O)c(OC)c1 (stereo unspecified)	-0.7	-2	-6	12	-9	0	-0.1	3	1	-3
Cc1ccccc1-c1nnn(CC(=O)Nc2ccc3c(c2)OCO3)n1	0.6	-1	-2	17	-3	-1	0.0	-7	1	-7
Cc1nc(SCc2ccc([N+](=O)[O-])cc2)nc2ccccc12	0.4	-2	-7	0	-1	nt	0.4	-5	-2	-5
COc1cc(CNC2CCCCCCC2)cc(Br)c1OCC#N	2.8	-4	8	10	3	1	-1.4	0	5	6
CCOC(=O)c1c(CN2CCCCC2)n(C)c2cc(Br)c(O)c(CN(C)C)c12	0.3	-1	3	nt	-2	nt	-0.6	-4	-1	-1
O=c1c2c(O)cc(O)cc2oc2c(O)ccc(O[C@H]3O[C@@H](CO)[C@H](O)[C@@H](O)[C@@H]3O)c12	-0.3	-7	-3	-10	-4	-4	-1.1	0	8	-4
CCC(=O)c1ccccc1OCCCN1C(=O)NC(C)(C)C1=O	-1.6	-5	-2	6	1	nt	-0.8	-1	0	-2
COc1ccc(NC(=O)NCCC2=CCCCC2)cc1	-0.7	9	nt	14	-1	0	-0.3	-9	5	-15
Cc1ccc2nc(N3CCN(C)CC3)c(C=O)c(=O)n2c1	3.6	-2	1	-3	-8	10	nt	-2	12	-16
COc1ccc(-c2cc(C(=O)Nc3nc4c(C)cccc4s3)c3ccccc3n2)cc1OC	0.4	-8	-23	-68	-2	nt	-0.9	-4	3	-6
CCCCNC(=S)Nc1ccccc1Cc1ccccc1	0.8	6	9	-15	-5	-7	0.1	-1	-2	-5
COC(=O)c1sc2nc(C)nc(SCC(=O)C(C)(C)C)c2c1C	1.8	4	-27	-9	1	43*	-1.3	-10	7	-2
COc1ccc(C(CCN2CCCC2)c2c(OC)cc(OC)c3c(-c4ccccc4)cc(=O)oc23)cc1 (stereo unspecified)	-1.8	-5	18	2	1	-1	-2.3	2	8	-14
CCNC(=S)NCc1ccc(Cl)cc1	-0.6	3	4	4	0	-3	-1.4	1	-2	-9
Cc1ccc(C(=O)N2CCC(C(=O)NCc3cccnc3)CC2)cc1	0.4	0	0	6	-10	0	-1.0	6	3	6
Cc1ccc(N2NC(=O)/C(=C/C=C/c3ccco3)C2=O)cc1C	1.0	-12	6	2	1	-3	0.7	6	-7	-1
CC(=O)Cc1nsc(Nc2cccc(C)c2)n1	3.6	9	10	-5	-6	7	-0.1	-1	-1	11
COc1cccc(-c2sc3cc(OC)c(OC)cc3c2-c2ccc(OCCN3CCCCC3)cc2)c1	-0.5	-6	2	28	3	-4	1.0	1	-5	4
Cc1ccc(S(=O)(=O)CCSc2nccn2C)cc1	-1.8	0	-2	15	-1	-2	-1.9	1	-8	-2
O=C1C(C2=NC(C(=O)O)C3C(=O)N(c4ccccc4)C(=O)C23)=C(O)c2ccccc21 (stereo unspecified)	-0.6	-4	-16	9	1	-4	nt	-1	6	-4
O=C(CC(c1ccccc1)c1ccccc1)NCCO	2.3	8	-3	18	4	-1	0.3	0	-2	9
Clc1ccccc1OCCCCN1CCNCC1	1.0	5	16	10	4	-1	nt	1	1	-21
COc1ccc(Nc2ccc(N3C(=O)CC(C)C3=O)cc2[N+](=O)[O-])cc1OC (stereo unspecified)	-0.9	13	38	nt	3	0	-2.3	7	-3	2
CC1CN(CCOc2ccccc2[N+](=O)[O-])CC(C)O1 (stereo unspecified)	0.8	3	13	3	1	2	-2.5	1	-3	0
Cc1ccc(-c2ccccc2)n1-c1cccc(C(=O)O)c1	1.1	-4	-3	6	-4	4	-0.2	3	-2	-4
O=C(NCCCn1ccnc1)C1CC(c2ccccc2Cl)=NO1 (stereo unspecified)	-2.6	5	6	10	1	0	-0.7	4	3	1
O=C(OCc1nnc(-c2ccccc2)o1)c1ccc(-n2cnnn2)cc1	-1.3	4	8	26	-7	-4	-2.4	-2	-2	-4
COc1ccc(-n2c(SCC(=O)O)nc3sc4c(c3c2=O)CCCC4)cc1	4.5	-11	-6	-11	5	7	-2.1	2	-12	0
CC1CCCC(C)N1C(=O)C1CC(c2ccc(F)cc2)=NO1 (stereo unspecified)	3.4	-3	-5	-16	3	-3	-0.6	0	-3	-3

3 compounds out of the list above, sorted by the number in SR-BI uptake up, falling.
compound	C-LANA FP	PKA-R2B act	Rtt109 HAT inh	SR-BI uptake up	Keap1 Nrf2 FP	CAL PDZ FP-1	CAL PDZ FP-2	DAGLB inh	RTF Ca sens act	Cardiac RTF inh
COc1cccc(-c2sc3cc(OC)c(OC)cc3c2-c2ccc(OCCN3CCCCC3)cc2)c1	-0.5	-6	2	28	3	-4	1.0	1	-5	4
Clc1ccccc1OCCCCN1CCNCC1	1.0	5	16	10	4	-1	nt	1	1	-21
O=C1C(C2=NC(C(=O)O)C3C(=O)N(c4ccccc4)C(=O)C23)=C(O)c2ccccc21 (stereo unspecified)	-0.6	-4	-16	9	1	-4	nt	-1	6	-4
